Statin myotox sup = suppressors of simvastatin-induced myotoxicity in C2C12 myotubes. ATP luminescence, 48 h; scaled: DMSO 0, geranylgeraniol control 100. rescue of ATP level, % at 7.49 µM. 330,000 tested, 0.78% active. AID 602340;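 active = mean ATP rescue above about 67%, or every replicate alone reaching that limit, limit read from the data, passing the limit was not always enough; inconclusive = no clear call, values can overlap the other calls; inactive = mean under the limit and some replicate under it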;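 note: myotubes were challenged with 10 µM simvastatin during compound exposure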
PglD inh = blocks C. jejuni PglD acetyltransferase activity | purified PglD enzyme, DTNB colorimetric CoA detection | 360,000 tested, 0.098% active | inhibition, % at 12.5 µM; in the data active = inhibition above about 16%, passing the limit was not always enough; inconclusive = no clear call, values can overlap the other calls; note: strong numbers were not always called active
SIRT5 inh = inhibitors of human sirtuin-5 desuccinylase. 330,000 tested, 1.1% active. Q9NXA8. Purified SirT5, succinyl-peptide AMC, trypsin-coupled fluorescence. AID 652115. inhibition, % at 15 µM; in the data active = inhibition above about 15%; inconclusive = no clear call, values can overlap the other calls
Target sequence (Q9NXA8 whole entry, looked up): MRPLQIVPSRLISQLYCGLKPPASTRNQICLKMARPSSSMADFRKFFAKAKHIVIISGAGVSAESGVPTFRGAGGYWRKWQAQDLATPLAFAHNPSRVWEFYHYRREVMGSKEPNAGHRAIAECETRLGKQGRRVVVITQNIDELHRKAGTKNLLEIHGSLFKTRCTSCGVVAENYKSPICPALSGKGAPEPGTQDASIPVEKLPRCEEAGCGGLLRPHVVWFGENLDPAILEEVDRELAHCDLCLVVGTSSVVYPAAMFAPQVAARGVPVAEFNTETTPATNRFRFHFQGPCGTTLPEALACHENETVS
S100A4 MyoIIA = blocks human S100A4 binding to myosin IIA peptide. P26447. S100A4/TAMRA-MyoIIA peptide fluorescence polarization. inhibition, % at 10.7 µM. 360,000 tested, 0.14% active. AID 652163;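 active = mean inhibition of at least 70% across replicates, with every replicate also reaching that level; inconclusive = mean inhibition reaches 70% but some replicates fall short; inactive = mean inhibition below 70%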
Target sequence (P26447 whole entry, looked up): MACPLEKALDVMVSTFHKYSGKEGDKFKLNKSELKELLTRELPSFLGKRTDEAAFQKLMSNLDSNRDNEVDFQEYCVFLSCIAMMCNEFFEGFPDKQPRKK
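Compound dosing: one dose per compound; test system: human S100A4 monomer with TAMRA-labelled myosin IIA peptide; probe or stimulus: TAMRA-labelled myosin IIA heavy-chain peptide probe, 5 nM; medium: HEPES buffer with Ca2+, pH 7.2; schedule: 5 min incubation before reading; benchmarks: neutral control DMSO, positive control TFP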
E-selectin induc = E-selectin induction on HUVECs; HUVEC E-selectin immunofluorescence imaging; normalized: neutral wells 0, TNF-alpha wells 100; 260,000 tested, 0.37% active; activation, % at 7.58 µM; P16581; AID 686992;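 active = mean E-selectin-positive cell signal at least 10% of the positive control, reached in at least 60% of replicates, without over 20% cell loss; inconclusive = no rule given, readout overlaps actives, possibly toxicity-flagged; inactive = the rest, including those meeting only one limit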;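 note: in these data hits start at about 27%; measured in HUVEC primary endothelial cells; signal is the percent of cells scored E-selectin positive by PE staining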
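Material: HUVEC primary endothelial cells; Amount: 3,000 cells per well; Dosing: single concentration; Medium: EGM-2 growth medium on 0.1% gelatin-coated wells; Read-out basis: percent E-selectin-positive cells; Signal: immunofluorescence imaging; Control set: TNF-alpha, DMSO.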
DENV2 CPE = inhibitors of DENV2 cytopathic effect | DENV2-infected cells, cytopathic effect rescue, plate reader | CPE inhibition, % at 9.99 µM | 350,000 tested, 1.7% active | AID 651640; in the data active = CPE inhibition above about 20%, passing the limit was not always enough; inconclusive = no clear call, values can overlap the other calls; tested in BHK-21 cells;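 note: 0% = median of neutral control wells and 100% = median of positive control wells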
ERp5 block = blocks human ERp5 reductase activity on insulin. Q15084. ERp5 insulin aggregation, absorbance 650 nm, 90 min. inhibition, % at 9.99 µM. 350,000 tested, 0.05% active;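 active = mean replicate inhibition above about 25%, with every replicate also reaching it, limit read from the data, passing the limit was not always enough; inconclusive = only one of those two criteria met; inactive = neither criterion met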
Target sequence (Q15084 whole entry, looked up): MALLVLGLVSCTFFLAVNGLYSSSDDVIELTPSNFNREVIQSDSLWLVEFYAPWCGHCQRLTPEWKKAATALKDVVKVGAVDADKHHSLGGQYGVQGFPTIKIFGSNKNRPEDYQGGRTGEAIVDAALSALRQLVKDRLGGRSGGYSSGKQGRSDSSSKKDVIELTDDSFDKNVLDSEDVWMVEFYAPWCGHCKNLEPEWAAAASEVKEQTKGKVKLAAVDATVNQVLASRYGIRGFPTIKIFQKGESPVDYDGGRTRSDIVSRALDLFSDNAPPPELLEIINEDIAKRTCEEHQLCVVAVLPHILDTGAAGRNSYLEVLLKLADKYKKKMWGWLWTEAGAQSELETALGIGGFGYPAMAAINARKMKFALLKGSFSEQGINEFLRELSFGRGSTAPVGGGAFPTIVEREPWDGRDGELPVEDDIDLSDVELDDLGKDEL
Active calls of the source: *; u = inconclusive; x = not tested or not shown; & = joins results of further samples.

SMILES	Statin myotox sup	PglD inh	SIRT5 inh	S100A4 MyoIIA	E-selectin induc	DENV2 CPE	ERp5 block
Cc1nn(C(CC(=O)O)C(=O)O)c(C)c1Br (centres undefined)	7	-5	-2	2	x	-3	2
O=C(Nc1ccc2ccccc2c1)c1cc(F)c(F)cc1Cl	-8	-14	-2	0	0.0	-4	4
Cc1nonc1OCCN1CCN(c2ccc([N+](=O)[O-])cc2)CC1	x	x	3	-2	0.0	0	3
Cc1ccc(CNC(=O)CN(C)C2=NS(=O)(=O)c3ccccc32)cc1	-7	x	3	-10	0.1	-14	-3
O=S(=O)(Nc1nc2ccccc2nc1NCC1CCCO1)c1cccc(Cl)c1 (centres undefined)	11	1	1	-3	x	4	u
CSC(=S)N/N=C/c1c[nH]c2ccccc12	x	x	5	2	x	0	5
O=C(NCC(=O)N1CCN(S(=O)(=O)c2ccccc2C(F)(F)F)CC1)c1sc2ccccc2c1Cl	-12	2	2	-8	-0.1	-7	-3
O=C(Nc1cccc2cccnc12)c1cccc2ccccc12	-3	3	0	4	x	7	-2
O=C1N=C(N2CCN(Cc3ccccc3)CC2)S/C1=C/c1cccs1	x	-3	-2	-4	-0.2	-4	-1
CC(C)[C@H](NC(=O)OCc1ccccc1)C(=O)OCC(=O)Nc1ccc(N2CCOCC2)cc1	-9	-1	0	-4	0.8	-7	-2
COc1ccccc1CNC(=O)CN1C(=O)NC2(CCCc3ccccc32)C1=O (centres undefined)	-8	-4	-2	-5	x	-3	3
COc1ccc([N+](=O)[O-])cc1NC(=O)C(C)OC(=O)c1ccccn1 (centres undefined)	7	4	-1	-1	x	-3	3
CCCC(=O)N1CCCC(C(=O)c2cccc(OC(C)C)c2)C1 (centres undefined)	3	-2	1	0	x	-1	-2
CC=Cc1ccc2n(c1=O)C[C@@H]1[C@@H](CO)[C@H](C(=O)NC3CCC3)[C@H]2N1C(=O)c1ccccn1 (mixture of isomers)	-2	22	0	8	-0.4	-1	-4
CCC(c1nnc(SCC(=O)N2CCOCC2)n1C1CCCCC1)N(C)C (centres undefined)	-4	2	-3	14	2.2	-2	-6
COc1ccc(C2C3=C(CC(C)(C)CC3=O)N(CC(=O)O)C3=C2C(=O)CC(C)(C)C3)cc1OC	8	-6	8	-13	x	3	-1
COc1ccc(S(=O)(=O)Nc2ccc3c(c2)C(=O)N([C@@H](C)CO)C[C@@H](C)[C@@H](CN(C)C)OCCCC[C@H](C)O3)cc1	x	-1	0	-1	-0.1	1	0
NS(=O)(=O)c1ccc(N/N=C/c2ccncc2)cc1	5	x	5	1	-0.3	4	1
O=C(COC(=O)c1cc(Cl)ccc1O)NCC1CCCO1 (centres undefined)	-1	-9	-1	15	1.6	3	-2
O=C(N[C@@H]1CC[C@@H](CCn2cc(-c3ccccn3)nn2)O[C@H]1CO)c1ccc(F)cc1	12	2	4	-3	-0.5	1	-3
N#CC1C=Cc2c(ccc3ccccc23)N1C(=O)c1ccccc1 (centres undefined)	x	x	x	0	1.8	-7	7
Cc1noc(C)c1NC(=O)N[C@H]1CC[C@@H](CC(=O)N2CCCCC2)O[C@@H]1CO	-5	-3	0	21	-0.2	-8	-4
Cc1nn(-c2ccc(F)cc2)c(Cl)c1C(=O)OC(C)C(=O)N(C)C1CCCCC1 (centres undefined)	3	-6	3	3	x	-8	-4
COC(=O)c1cnn(-c2ccc(F)cc2F)c1/C=N/NC(N)=S	-2	-3	2	-25	x	2	6
CCS(=O)(=O)Nc1ccc2c(c1)C(=O)N(C)[C@@H]1CC[C@H](CC(=O)N3CCCCC3)O[C@@H]1CO2	-9	3	1	4	0.0	10	-2
O=C(Nc1nc(-c2ccncc2)cs1)C1c2ccccc2Oc2ccccc21	x	5	2	-6	x	-5	5
COc1cc(C(=O)NC(=S)NCc2ccncc2)cc(OC)c1OC	5	3	0	-4	x	-1	0
CCCc1cc(=O)oc2c(C)c(OC(C)C(=O)NCC(O)c3ccccc3)ccc12 (centres undefined)	-23	4	-6	-18	x	-3	-2
COc1cc(Cl)ccc1OCc1cc(C(=O)N2CCN(c3ccccn3)CC2)no1	-3	1	2	-11	0.6	5	10
CCCC#Cc1cnc2c(c1)C(=O)N([C@@H](C)CO)C[C@H](C)[C@H](CN(C)C(=O)Cc1cccnc1)O2	-10	0	-1	18	0.3	u	-9
O=C(NCc1ccc(Cl)cc1)C1CCN(c2cnccn2)CC1	x	x	-2	-2	x	-9	2
COc1ccc(CN(CC(O)COCc2ccccc2)S(=O)(=O)c2ccccc2Br)cc1 (centres undefined)	7	1	x	6	-0.5	1	0
O=C(NCCc1cccc(Cl)c1)c1cccc(-n2cnnn2)c1	-21	-2	2	-1	0.2	18	-2
CN1CCCC(n2nc(Cc3ccc(Cl)cc3)c3ccccc3c2=O)CC1 (centres undefined)	-16	3	-10	16	-0.4	-1	-2
Cc1ccccc1NC(=S)N(Cc1ccco1)C(C)c1ccccn1 (centres undefined)	x	x	-2	11	x	-7	0
CCCC#Cc1cnc2c(c1)C(=O)N([C@@H](C)CO)C[C@@H](C)[C@H](CN(C)S(=O)(=O)c1ccccc1)O2	x	x	-32	3	0.5	8	-6
OC(COCc1ccc2c(c1)OCO2)CN1CCCCC1 (centres undefined)	x	x	0	-2	x	x	1
O=C(c1ccccc1-c1ccccc1)N1CCCCC1	x	x	-2	4	x	-2	2
O=C(CSc1ccccn1)Nc1ccc(N2CCOCC2)cc1	x	x	x	9	1.0	0	-1
CCc1ccc(NC(=O)Nc2cnccn2)cc1	x	4	1	1	x	4	4
COc1cc(NC(=O)CC(C)C)ccc1NC(=O)c1ccco1	17	-1	-7	1	x	1	-1
O=[N+]([O-])c1cc(C(F)(F)F)cc([N+](=O)[O-])c1Sc1n[nH]c(C(F)(F)F)n1	x	-2	0	2	-1.9	-7	0
C[C@@H]1CN([C@H](C)CO)C(=O)Cc2cc(NS(C)(=O)=O)ccc2O[C@@H]1CN(C)C	1	0	-5	-11	-0.1	-5	-2
O=C(Cc1ccc(S(=O)(=O)N2CCCCC2)s1)Nc1ccc(F)c(F)c1	x	x	2	-2	x	12	2
CC(C)(C)S(=O)N1Cc2cc(C(=O)NCc3ccc(Oc4ccccc4)cc3)nc(-c3cccc(-c4cc5ccccc5o4)c3)c2[C@H]1CCO (some centres undefined)	2	3	0	-8	1.8	-3	-4

Some of these compounds in order of SMILES length, low to high.
SMILES	Statin myotox sup	PglD inh	SIRT5 inh	S100A4 MyoIIA	E-selectin induc	DENV2 CPE	ERp5 block
CCc1ccc(NC(=O)Nc2cnccn2)cc1	x	4	1	1	x	4	4
O=C(CSc1ccccn1)Nc1ccc(N2CCOCC2)cc1	x	x	x	9	1.0	0	-1
COc1ccc(CN(CC(O)COCc2ccccc2)S(=O)(=O)c2ccccc2Br)cc1 (centres undefined)	7	1	x	6	-0.5	1	0

Next records.
SMILES	Statin myotox sup	PglD inh	SIRT5 inh	S100A4 MyoIIA	E-selectin induc	DENV2 CPE	ERp5 block
CC1=C(C(=O)N(C)C)CC(CC(=O)NC2CCCCC2)C(=O)N1Cc1ccc(C(C)(C)C)cc1 (centres undefined)	-17	6	-1	2	x	43*	-7
CC[C@]12c3[nH]c4cc(CCC(=O)N(C)C)ccc4c3CCN1C(=O)[C@@H](CC(=O)NC(C)(C)C)C[C@@H]2C(=O)N1CCN(C(=O)c2ccco2)CC1	5	-1	-3	0	0.1	9	4
COc1cc(C(=O)NC2CCN(C)CC2)ccc1Nc1ncc2c(n1)N(CCc1ccccc1)CCC(=O)N2C	-19	4	x	0	-0.3	-7	1
C[C@H](CO)N1C[C@H](C)[C@H](CN(C)S(=O)(=O)c2cn(C)cn2)Oc2ncc(/C=C/c3ccccc3)cc2C1=O	16&8	2&-1	-7&-11	3&15	0.8	-8&2	-5&-8
CO[C@@H](CN(C)C(=O)Nc1ccc(Cl)cc1)[C@@H](C)CN(Cc1ccccc1Cl)[C@@H](C)CO	-17	-2	5	7	-0.1	10	-2
O=C(CCN1CCCCC1)N[C@@H]1CC[C@H](CCn2cc(-c3cccc(F)c3)nn2)O[C@H]1CO	-2	-4	-5	15	-0.2	-7	-12
CC1CC(C)CN(C(=O)COC(=O)CCCN2C(=O)c3cccc4cccc(c34)C2=O)C1 (centres undefined)	x	4	11	-3	x	-7	0
COc1ccc(/C=N\Nc2ncc(F)c(N3CCOCC3)n2)cc1OC	x	x	2	0	-0.1	1	5
O=C(OCC(=O)c1ccc[nH]1)c1ccc(S(=O)(=O)C(F)F)cc1	-11	-2	x	-3	x	1	5
Cc1ccc(NC(=O)Cn2cc(S(=O)(=O)c3ccccc3)c(=O)c3cc(F)ccc32)cc1	6	-1	x	4	-0.3	0	2
Clc1ccc(-c2nc3ccc(Cl)cn3c2Cc2ccsc2)cc1	-13	1	0	22	0.8	-8	-5
Cc1c(/C=N/Nc2ccc([N+](=O)[O-])cn2)c2ccccc2n1Cc1ccccc1	-3	4	-10	1	0.4	-10	3
CO[C@@H]1CN(C)C(=O)c2ccc(NS(C)(=O)=O)cc2OC[C@@H](C)NC[C@@H]1C	0	4	-5	0	1.1	-9	0
Cc1ccccc1NC(=O)Cc1nc(-c2ccc3ccccc3c2)cs1	x	x	3	0	3.0	0	-1
O=C(CCc1nnc2ccc(N3CCCCC3)nn12)NCC1CCN(Cc2ccc(F)cc2)CC1	6	-3	-6	1	x	-4	2
CCOc1ccc(NS(=O)(=O)c2ccc(C(=O)NC3CCC(O)CC3)cc2)cc1 (centres undefined)	-6	9	7	-3	0.0	-3	-6
CCOc1ccc(S(=O)(=O)N2CCCC(C(=O)NC3CC3)C2)cc1Cl (centres undefined)	17	5	-2	4	1.6	3	15
CC(C)c1ccc(NC(=O)C[C@H]2CC[C@H]3[C@@H](COc4ccc(NC(=O)c5ccno5)cc4C(=O)N3C)O2)cc1	18	-4	-2	4	0.4	-2	0
CCOC(=O)C1=C(CCl)NC(=O)NC1c1ccc2c(c1)OCO2 (centres undefined)	33	4	-2	-2	x	-3	-2
CCOc1ccc(-c2c(=O)n(OCc3ccccn3)c3ccccc3[n+]2[O-])cc1	-4	1	x	x	-1.3	x	x
Cc1noc(C)c1NC(=O)Nc1ccc2c(c1)CC(=O)N([C@@H](C)CO)C[C@@H](C)[C@@H](CN(C)CC1CCCCC1)O2	-19	9	5	-2	-0.1	3	5
COc1cc(C(c2c(C(=O)O)[nH]c3ccccc23)c2c(C(=O)O)[nH]c3ccccc23)ccc1OCc1ccccc1	1	1	9	-6	x	7	0
Cc1ccc(NC(=O)CCCc2ccccc2)c([N+](=O)[O-])c1	9	-6	-1	4	0.1	10	0
CCOC(=O)c1sc(NC(=O)COc2ncnc3ccccc23)c(C(=O)OCC)c1C	x	x	-2	0	x	-2	8
CCCC(=O)NCc1cc(-c2nn(C)c(=O)c3ccccc23)ccc1C	2	-1	x	x	7.5	x	x
CC(C)CCCN1C(Nc2ccccc2)=NC[C@@H]1CC(C)C	-12	1	-3	0	0.1	-11	1
O=C(O)C[C@H]1CC[C@@H](NC(=O)Nc2ccccc2)[C@@H](CO)O1	-3	-1	4	-7	-0.6	12	-2
Cc1ccc(C(=O)OCC(=O)N(CC(C)C)c2c(N)n(Cc3ccccc3)c(=O)[nH]c2=O)s1	2	-2	-5	1	1.7	u	-8
Cc1ccc(S(=O)(=O)Nc2ccc3c(c2)C(=O)N([C@@H](C)CO)C[C@@H](C)[C@@H](CN(C)S(=O)(=O)c2ccc(F)cc2)OCCCC[C@H](C)O3)cc1	x	1	14	0	-0.1	-3	-6

Only part of the results is shown (hit frequency here may not be typical).
